MrgX1 antagonist – antagonists of human MrgX1 receptor, primary screen, HEK293 cells, Fluo-4 calcium flux; Mas-related G-protein coupled receptor member X1 (Homo sapiens), Q96LB2; BAM8-22 antagonism; active compounds read low; B-score at 10 µM; 310,000 tested, 1.3% active; AID 588676, 2011;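 active = calcium-response B-score plate-corrected more than 3 library SD below zero, starting fluorescence within 5 deviations, no agonist response on first addition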;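 also: peak minus trough fluorescence over baseline after final BAM8-22 challenge near maximal dose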
TRPC4 inh – inhibitors of mouse TRPC4 channel, primary screen, Fluo4 calcium, HEK293 TRPC4beta/mu-opioid cells; DAMGO-evoked Fluo4 calcium flux; active compounds read low; 300,000 tested, 0.39% active; B-score at 10 µM; AID 2247, 2010; Short transient receptor potential channel 4 (Mus musculus), Q9QUQ5;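 active = B-score over 3 SD under the library average, no early fluorescence shift, positive overall ratio signal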
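Material: HEK293 cells with stable TRPC4beta plus mu-opioid receptor expression / Probe or stimulus: DAMGO in two steps, submaximal then maximal / Compound: single concentration per test compound / Technique: kinetic Fluo4 fluorescence imaging of calcium influx / Read-out: per-well B score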
SKKanGAS inh – S. pyogenes SKKanGAS growth inhibitors in kanamycin, primary screen, streptokinase expression inhibitor project, SKKanGAS strain, BacTiter-Glo luminescence. 6 h. inhibition, % at 7.5 µM. 300,000 tested, 1.3% active. AID 1662, 2009;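 active = mean replicate score, as percent of positive control median, at least 50; inconclusive = mean below 50 but one replicate at or above 50; inactive = mean and every replicate below 50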;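 also: strain carries kanamycin resistance gene driven by streptokinase promoter and grows in 40 µg/ml kanamycin; loss of luminescence reflects streptokinase promoter inhibition or plain growth inhibition; 0% = median of DMSO wells and 100% = positive control at its reference dose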
aSyn UTR inh – MLPCN primary screen, SNCA 5' untranslated region; alpha-synuclein 5'UTR reporter, inhibitor activity; inhibition, % (tested at 7.5 µM); 300,000 tested, 0.82% active; in the data active = inhibition above about 60%; inconclusive = no clear call, values can overlap the other calls;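 also: H4 neuroglioblastoma cells stably carrying SNCA 5'UTR luciferase fusion; 0% = DMSO wells and 100% = positive control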
HIF act – HIF pathway transcriptional activators, primary screen, cell-based, U2OS HRE-luciferase, luminescence; activation, % at 7.5 µM (by protocol); 300,000 tested, 0.32% active; U2OS HRE-luciferase reporter; normalized: DMSO 0%, desferrioxamine 100%;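 active = mean activation of at least 10% of the iron chelator positive control signal, with at least half of replicates also reaching 10%; inconclusive = mean and replicate majority disagree about reaching 10%; inactive = mean and most replicates under 10%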
KLF5 inh – KLF5 expression inhibitors, primary screen, DLD-1 cells, luminescence. 290,000 tested, 0.23% active. AID 1700, 2009. DLD-1 KLF5 promoter-luciferase reporter. inhibition, % at 5 µM;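 active = inhibition above a per-plate limit of that plate's mean compound inhibition plus 3 SD, cut at about 60% in these data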;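 also: 0% = DMSO wells and 100% = LY294002 at 200 µM; higher means less KLF5 promoter-driven luciferase light; inactives centre near -14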
TRPC4 act – activators of mouse TRPC4 channel, primary screen, Fluo4 calcium, HEK293 TRPC4beta/mu-opioid cells; Fluo4 calcium fluorescence; active compounds read high; B-score at 10 µM; 310,000 tested, 0.49% active;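 active = B-score above 5 SD of library B-scores, and initial fluorescence ratio not above library mean plus 5 SD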;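 also: positive B-score marks a calcium rise read as TRPC4 activation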
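Assay system: HEK293 cells stably co-expressing mouse TRPC4beta and mu-opioid receptor / Timing: Fluo4 dye loading 45 min at room temperature, 110 s recording / Signal: Fluo4 calcium-sensitive dye fluorescence, kinetic, 1 Hz baseline / Read-out: integrated baseline-normalised fluorescence ratio, converted to per-well B score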
TRPC6 inh – mouse TRPC6 channel inhibitors, primary screen, cell-based, HEK293, membrane potential dye; Short transient receptor potential channel 6 (Mus musculus), Q61143; ACh-evoked depolarization; active compounds read low; B-score at 10 µM; 310,000 tested, 1.1% active; AID 2553, 2010;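 active = B-score under library mean minus 3 SD, initial fluorescence not abnormally high, positive integrated signal ratio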;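 also: B-score derived from integrated fluorescence ratio over the kinetic read; more negative B-score means stronger inhibition of depolarization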
Target sequence (Q61143 whole entry, looked up): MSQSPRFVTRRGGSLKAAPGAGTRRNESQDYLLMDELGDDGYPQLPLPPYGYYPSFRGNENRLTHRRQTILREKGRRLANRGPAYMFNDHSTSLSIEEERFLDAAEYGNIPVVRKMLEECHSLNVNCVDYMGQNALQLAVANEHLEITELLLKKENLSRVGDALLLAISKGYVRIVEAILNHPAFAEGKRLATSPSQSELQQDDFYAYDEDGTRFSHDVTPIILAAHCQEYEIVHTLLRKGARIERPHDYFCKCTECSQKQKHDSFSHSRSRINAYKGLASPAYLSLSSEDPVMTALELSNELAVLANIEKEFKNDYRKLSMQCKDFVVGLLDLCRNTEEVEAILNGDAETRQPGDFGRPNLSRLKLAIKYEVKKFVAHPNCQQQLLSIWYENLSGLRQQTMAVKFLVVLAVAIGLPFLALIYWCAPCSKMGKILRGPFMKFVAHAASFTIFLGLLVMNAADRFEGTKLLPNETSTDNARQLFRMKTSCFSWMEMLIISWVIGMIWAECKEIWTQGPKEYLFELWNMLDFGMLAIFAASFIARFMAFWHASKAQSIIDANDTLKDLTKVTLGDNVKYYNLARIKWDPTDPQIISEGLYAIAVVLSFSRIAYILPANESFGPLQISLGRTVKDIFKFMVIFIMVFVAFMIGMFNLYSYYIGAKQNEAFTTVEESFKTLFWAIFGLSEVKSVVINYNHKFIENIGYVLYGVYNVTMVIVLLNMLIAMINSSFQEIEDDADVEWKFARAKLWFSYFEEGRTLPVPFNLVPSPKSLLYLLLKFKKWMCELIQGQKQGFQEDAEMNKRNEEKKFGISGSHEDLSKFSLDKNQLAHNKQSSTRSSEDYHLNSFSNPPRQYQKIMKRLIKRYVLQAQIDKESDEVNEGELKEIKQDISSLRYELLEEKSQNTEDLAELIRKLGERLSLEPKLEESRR
TRPC6 activator – mouse TRPC6 channel activators, primary screen, cell-based, HEK293, membrane potential dye; HEK293-TRPC6 membrane potential dye fluorescence; active compounds read high; B-score at 10 µM; 310,000 tested, 0.13% active;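 active = B-score of the integrated fluorescence ratio above library mean plus 3 SD, and starting fluorescence ratio within library mean plus 5 SD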;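 also: higher score means more depolarization so channel activation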
IEC-6 tox – cytotoxicity in IEC-6 intestinal epithelial cells, primary screen, cytotoxicity control for KLF5 inhibitor project, cell-based, luminescence; inhibition, % at 5 µM; AID 1825, 2009; 290,000 tested, 0.78% active; IEC-6 cytotoxicity, luminescence viability; in the data active = inhibition above about 22%;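 also: 0% = plate median of test compound wells and 100% = cytotoxic reference compound wells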
TRPC4 potent – positive allosteric modulators of TRPC4, primary screen, cell-based, mouse TRPC4beta, HEK293 mu-opioid, Fluo-4 calcium. Short transient receptor potential channel 4 (Mus musculus), Q9QUQ5. 310,000 tested, 0.42% active. AID 2227, 2009. DAMGO EC20, Fluo-4 Ca2+ flux; active compounds read high. B-score at 10 µM;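 active = B-score of calcium response area above 5 SD of library B-scores, with initial fluorescence ratio within 5 SD of library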;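 also: B-score of integrated fluorescence ratio over time as area under calcium response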
Numbers without * were called inactive; i = inactive; ? = inconclusive; / = no result given.

Fields – MrgX1 antagonist, TRPC4 inh, SKKanGAS inh, aSyn UTR inh, HIF act, KLF5 inh, TRPC4 act, TRPC6 inh, TRPC6 activator, IEC-6 tox, TRPC4 potent
1: CC(=O)Nc1ccc(C(=O)N2CCc3cc4c(cc3C2C)OCCCO4)cc1 (stereo unspecified)
    i, i, -1, 16, 0.2, -30, i, i, i, 0, i
2: COc1ccc(C(CNC(=O)c2ccc(S(=O)(=O)N3CCCC3)cc2)N2CCOCC2)cc1 (stereo unspecified)
    i, i, -6, -23, -0.1, -15, i, i, i, -5, i
3: COc1ccc(OCCNC(=O)c2ccc(C)cc2)cc1
    i, i, -4, -79, 0.9, -49, i, i, i, 1, i
4: CCCCc1nc2ccccc2c(C(=O)O)c1C
    i, i, /, -12, -0.5, -45, i, i, i, -1, i
5: O=C1/C(=C/c2cccs2)SC(=S)N1c1ccccc1
    i, i, -3, -10, -0.1, -12, i, i, i, -5, i
6: O=C(O)c1cccc(N/N=C/c2cn(-c3ccccc3)nc2-c2cccs2)c1
    i, i, 2, -68, 3.5, -51, i, i, i, 0, i
7: CC(C)(C)N1CC(C(=O)Nc2ccc(S(=O)(=O)N3CCCCC3)cc2)CC1=O (stereo unspecified)
    i, i, 3, 32, -5.5, /, i, i, i, /, i
8: COc1cccc(S(=O)(=O)Nc2cccc(C(=O)N3CCCCCC3)c2)c1
    i, i, 3, 33, /, -6, i, i, i, 2, i
9: O=C1c2ccncc2C(=O)N1C1CCCCC1
    i, i, 3, 22, -0.3, -8, i, i, i, 1, i
10: CCCC1=Nc2cc(C(=O)N3CCN(c4ccccn4)CC3)ccc2Sc2ccc(C)cc21
    i, i, 48, 27, -0.3, -8, i, i, i, -6, i
11: CCOC(=O)C1CCN(Cc2ccc(OC)c(OCc3ccccc3)c2)CC1
    i, i, -1, 10, -0.3, -35, i, i, i, -2, i
12: CCOc1ccc(S(=O)(=O)N2CCCC(C(=O)N3CCN(CC)CC3)C2)cc1Cl (stereo unspecified)
    i, i, 1, 30, 0.4, -11, i, i, i, 3, i
13: COc1ccc(CNC(=O)c2ccc(CS(=O)(=O)c3ccc(C)cc3)o2)cc1
    i, i, -6, 1, -0.2, -14, i, i, i, 9, i
14: CCOC(=O)[C@@H]1[C@H]2COc3ccccc3[C@@H]2N2C(=O)N(c3ccccc3)C(=O)[C@]12C
    i, i, 0, 0, -2.9, -13, i, i, i, 2, i
15: Cc1ccc(C(=O)CSc2nnc(-c3ccco3)n2CC2CCCO2)cc1 (stereo unspecified)
    i, i, -2, 5, 0.2, 0, i, i, i, 0, i
16: O=C(c1ccccc1)N1CCN(C(=O)c2cc3ccccc3oc2=O)CC1
    i, i, 1, -4, -0.4, -9, i, i, i, 2, i
17: CCCCSc1nc(N)c(C#N)c(-c2cccs2)c1C#N
    i, i, 13, 35, -0.3, -13, i, i, i, 8, i
18: CCOC(=O)c1cccnc1NC(=O)c1ccncc1
    i, i, -9, -5, 0.5, -20, i, i, i, -3, i
19: COc1ccccc1NC(=O)c1ccc2c(c1)N(CC(=O)NC(C)(C)C)C(=O)C(C)(C)O2
    i, i, 0, -4, -0.2, 13, i, i, i, 6, i
20: COc1ccc(N(CC(=O)NCc2ccc(F)cc2)C(=O)Cn2nnc(-c3ccc(C)o3)n2)cc1OC
    i, i, 8, -14, 0.4, 11, i, i, i, 1, i
21: COc1ccc(Cc2nc3ccc(C(=O)N(C)C(C)c4ccon4)cc3o2)cc1 (stereo unspecified)
    i, i, -2, -48, 1.1, -30, i, i, i, 3, i
22: COc1cccc(C(=O)NCCS(=O)(=O)N(C)C2CCCCC2)c1
    i, i, -5, -7, -0.2, /, i, i, i, /, i
23: Cc1cc(OCC(=O)Nc2ccccn2)c2c(C)c(C)c(=O)oc2c1
    i, i, 1, -36, 0.5, -35, i, i, i, -4, i
24: Cc1cc(N2CCN(C(=O)c3ccco3)CC2)n2nc(-c3cccc(F)c3)cc2n1
    i, i, 1, 5, -0.2, -15, i, i, i, -3, i
25: Cc1cc(NC(=O)CCC(=O)N(Cc2cccs2)C(C(=O)NC2CCCC2)c2ccccc2)no1 (stereo unspecified)
    i, i, 1, -11, -0.2, -4, i, i, i, 6, i
26: Cc1cc(O)c2c(c1)C(O)(C1OC(CO)C(O)C(O)C1O)c1cccc(O)c1C2=O (stereo unspecified)
    i, i, 1, -23, -0.5, -38, i, i, i, 1, i
27: N#CC1=C(N)N(c2ncn[nH]2)C2=C(C(=O)CCC2)C1c1ccc(F)cc1 (stereo unspecified)
    i, i, 5, -16, -0.4, -3, i, i, i, -2, i
28: O=C(Nc1cccc(-c2cn3c(n2)SCC3)c1)c1ccc2ccccc2n1
    i, i, 5, -141, 2.2, -89, i, i, i, -2, i
29: Nc1nnc(SCc2ccccc2F)n1-c1ccccc1
    i, i, 16, 3, -32, 13, i, i, i, -5, i
30: COc1ccc(Nc2nc(N)c([N+](=O)[O-])c(NCCO)n2)cc1
    i, i, 1, 19, 0.1, -17, i, i, i, 2, i
31: CNC(=O)NNC(=O)c1csc(-c2ccc(C(F)(F)F)cc2Cl)n1
    i, i, -2, -7, -0.2, -5, i, i, i, -4, i
32: COc1ccc2oc(C(=O)OCc3c(C)noc3C)c(C)c2c1
    i, i, -15, -21, 0.2, 2, i, i, i, 0, i
33: CCO[C@@H]1OC(C(=O)NCc2nc3ccccc3[nH]2)=C[C@H](c2csc3ccccc23)[C@H]1CCCO
    i, i, 3, 15, -0.7, 8, i, i, i, -7, i
34: Cc1ccc(C)c(S(=O)(=O)Nc2cc3c4c(c2)CCN4C(=O)CC3)c1
    i, i, 10, 15, -41, /, i, i, i, /, i
35: CC(C)N1CCN(CC#Cc2ccccc2)CC1CCO (stereo unspecified)
    i, i, 0, -2, 0.4, 5, i, i, i, 6, i
36: OCCCNc1ncnc2oc(-c3ccccc3)c(-c3ccccc3)c12
    -5*, i, 34, 21, 1.3, -9, i, i, i, 5, i
37: CCCCN1CCNC1=S
    i, i, 3, -2, 1.0, -14, i, i, i, -3, i
38: CN(CC1CCCO1)S(=O)(=O)c1ccc(C(=O)Nc2ccc([N+](=O)[O-])cc2)cc1 (stereo unspecified)
    i, i, 14, 3, 0.4, -5, i, i, i, 3, i
39: Cc1ccc(C)c(OCCn2cc(/C=C(\C#N)C(=O)NCc3cccs3)c3ccccc32)c1
    i, i, 11, 6, -0.2, -15, i, i, i, -2, i
40: Cc1ccc2cccc(S(=O)(=O)Nc3c(C)n(C)n(-c4ccccc4)c3=O)c2n1
    i, i, -3, 24, -0.4, 16, i, i, i, 0, i
41: CC(=NC1CCN(Cc2ccccc2)CC1)c1c(O)[nH]c(=O)[nH]c1=O
    i, i, 7, -19, -0.3, -28, i, i, i, 5, i
42: COc1cc2oc3ccccc3c2cc1N(CC(=O)N1CCCCC1)S(=O)(=O)c1ccc(C)cc1
    i, i, 10, 13, 0.0, -18, i, i, i, -3, i
43: C/C(=N\NC(=O)c1ccncc1)c1cccnc1
    i, i, -2, -26, -0.7, -12, i, i, i, 2, i
44: CC(C)(C)c1ccc(O)c(N=Cc2cc3c(cc2[N+](=O)[O-])OCO3)c1
    i, i, -4, -2, 1.6, -9, i, i, i, -4, i
45: N/C(COc1ccccc1)=N\NS(=O)(=O)c1ccccc1
    i, i, 0, -10, -0.7, -21, i, i, i, -1, i
46: COC(=O)c1c(NC(=O)COC(=O)CNC(=O)C2CCCCC2)sc(C)c1C
    i, i, 2, 10, 0.0, -35, i, i, i, -7, i
47: O=C(Nc1ccc(F)cc1F)c1ccco1
    i, i, -5, -11, 0.4, -43, 70*, i, i, -10, i
48: COc1ccc2cc(C#N)c(Nc3cccc(F)c3)nc2c1
    i, i, -1, 42, 0.5, -23, i, i, i, -2, i
49: Cn1nnnc1SCCNCc1cc(Cl)ccc1OCc1ccccc1
    i, i, -2, 21, -0.3, 17, i, i, i, 14, i
50: COc1cccc(-c2cc(=O)c3cc(NC(C)=O)ccc3[nH]2)c1
    i, i, 7, 5, 0.7, -19, i, i, i, 0, i

Remaining list, next part
Fields – MrgX1 antagonist, TRPC4 inh, SKKanGAS inh, aSyn UTR inh, HIF act, KLF5 inh, TRPC4 act, TRPC6 inh, TRPC6 activator, IEC-6 tox, TRPC4 potent
51: COc1ccc(-n2nnc3c(=O)n(Cc4cc(C)ccc4C)cnc32)cc1
    i, i, -8, 31, -0.3, 26, i, i, i, 11, i
52: Cc1ccc(-c2nnc(-c3ccc4c(c3)OCO4)o2)cc1
    i, i, /, -116, 2.7, -49, i, i, i, -2, i
53: CCOc1cc(-c2cc(-c3ccc(NC(C)=O)cc3)nc(N)c2C#N)ccc1O
    i, i, 84*, 8, -1.0, -23, i, i, i, -1, i
54: CC12COC3(C(=O)Nc4ccccc4)CC1CCC32C (stereo unspecified)
    i, i, -7, -7, -0.6, -8, i, i, i, -3, i
55: CN(c1ccccc1C(=O)Nc1ccc(S(=O)(=O)N2CCCC2)cc1)S(C)(=O)=O
    i, i, ?, -18, -0.6, -24, i, i, i, 0, i
56: O=S(=O)(Nc1ccc(Cc2ccncc2)cc1)c1cccs1
    i, i, -3, 10, 0.0, 0, i, i, i, 6, i
57: Cc1cc(Cl)ccc1NNC(=O)c1cccs1
    i, i, 3, 2, -0.2, 6, i, i, i, -3, i

Bioassay records (PubChem BioAssay)
